Assay outcomes from PubChem BioAssay.
Growth percent in the NCI-60 one-dose screen (48 h, 10 µM unless noted): 100 = growth as untreated, 0 = no growth, -100 = all killed.
HL-60(TB): HL-60(TB) leukemia cells; hit rate 9% among 78,000; active = growth percent below 10
An asterisk follows results filed as active; & = joins results of further samples; [ ] = remark or other dose.

SMILES | HL-60(TB)
OC(CO/N=C/c1ccc(OC(F)F)c(OC2CCCC2)c1)CN1CCOCC1 (configuration not stated) | 96.0
O=C(Nc1ccc(Cl)cc1)c1cc(NCc2cc(O)ccc2O)ccc1O | 0.3*
CC1CCC(NC(=O)NS(=O)(=O)c2ccc(C(C)C)cc2)CC1 (configuration not stated) | 97.9
CC(C)=CCC/C(C)=C/CC/C(C)=C/CCc1ccsc1 | 81.2
CC1CCCN(S(=O)(=O)c2ncsc2-c2ccccc2)C1 (configuration not stated) | 102.7
COC(=O)C1CC(n2cc(S(=O)(=O)c3ccc(C)cc3)nn2)CN1C(=O)c1cc(OC)c(OC)c(OC)c1 (configuration not stated) | 105.0
CC1(C)CC[C@]23CC[C@]4(C)[C@H](CC[C@@H]5[C@@]6(C)C/C(=C/c7cccnc7)C(=O)C(C)(C)[C@@H]6CC[C@]54C)[C@H]2[C@H]1OC3 | 81.3
O=[N+]([O-])c1ccc(N2CCCCC2)c([N+](=O)[O-])c1 | 110.4&100.1
COc1cc(C2=NN(C(C)=O)C(c3cc(OC)c(OC)c(OC)c3)C2)ccc1O (configuration not stated) | -37.6*
CC1(C)CC(=O)C2=C(C1)OC(N)=C(c1nc3ccccc3[nH]1)C2c1ccc(Cl)cc1 (configuration not stated) | 106.2&22.0
CCOC(=O)C1CN(CCc2ccccc2)CCC1=O (configuration not stated) | 119.4
Cn1c(=O)c2c(nc(CCCc3nc4c(c(=O)n(C)c(=O)n4C)n3C)n2C)n(C)c1=O | 100.5
COc1cc2c(cc1OC)[N+]([O-])=C(c1ccccc1)C2=O | 99.7
CC(=O)NC1CC(=O)N(c2ccccc2)C1=O (configuration not stated) | 103.1
O=C(NCCOCCOCCOCCNC(=O)c1cc2c(o1)C(=O)c1ccccc1C2=O)NC12CC3CC(CC(C3)C1)C2 | 1.2*
NC1N=C(Nc2ccc(Cl)cc2)N=CC(c2cc3ccccc3oc2=O)=N1 (configuration not stated) | 80.5
Cc1ccc(CNc2ccc3nc(CCC4CCCCC4)[nH]c3c2)cc1 | 14.8
O=c1[nH]c(=O)[nH]c(=S)[nH]1 | 102.2
Cc1sc2nc(NC3CC(C)(C)NC(C)(C)C3)[nH]c(=O)c2c1C | 91.0
COC(=O)C(Cc1ccc(O)cc1)n1cc(COc2nc(Cl)nc(N3CCCC3)n2)nn1 (configuration not stated) | 103.4
Cc1ccc(NC(=O)c2sc3nc(C)c(C(=O)c4ccccc4)cc3c2N)cc1 | 84.2
COc1ccc(CCl)c(C)c1OC | 99.0
COc1cc(-c2cc(-c3c(Cl)cccc3Cl)nc(N3CCOCC3)c2C#N)cc(OC)c1OC | 47.7
COc1nc(Nc2cccc(C(F)(F)F)c2)nc(OC)n1 | 92.7

An excerpt of these results, with each value named:
SMILES: Cc1ccc(NC(=O)c2sc3nc(C)c(C(=O)c4ccccc4)cc3c2N)cc1
  HL-60(TB): 84.2

SMILES: Cc1sc2nc(NC3CC(C)(C)NC(C)(C)C3)[nH]c(=O)c2c1C
  HL-60(TB): 91.0

SMILES: O=c1[nH]c(=O)[nH]c(=S)[nH]1
  HL-60(TB): 102.2

SMILES: O=C(NCCOCCOCCOCCNC(=O)c1cc2c(o1)C(=O)c1ccccc1C2=O)NC12CC3CC(CC(C3)C1)C2
  HL-60(TB): 1.2*

Next section.
SMILES | HL-60(TB)
CC/C=C\C[C@H](O)C/C=C1/C(=O)C=C[C@@H]1C/C=C\CCCC(=O)NC | -27.2*
O=C(O)CNC(=O)Cc1cccc2ccccc12 | 101.9
CCC(C)(C)c1ccc(OCCOC(C)=O)cc1 | 98.8
Cc1ccc(OS(=O)(=O)c2ccc(C)cc2)cc1 | 102.9
COC(=O)/C(=C\c1c(-c2ccccc2)[nH]c2ccccc12)S(C)(=O)=O | 1.5*
COc1ccc(-c2cc(=O)c3c(OC)c4ccoc4cc3o2)cc1 | 117.2
Cc1nc(N)[nH]c(=O)c1CCO | 105.0
CCOC(=O)c1ccccc1NC(=O)CCCl | 83.8
Cc1csc(/N=C(N)/N=C(\N)c2cccs2)n1 | 111.2
Clc1ccc(C2=Nn3c(N/N=C/c4ccco4)nnc3SC2)cc1 | 96.6
Cn1ncc2c(Nc3ccccc3Cl)nc(Cl)nc21 | 96.1
c1ccc(-n2cccc2)cc1 | 67.9
O=C1OC(c2cccc(Cl)c2)=N/C1=C\C=C/c1ccccc1 | 107.7
CCOC(=O)n1cc(-c2nonc2-c2cn(C(=O)OCC)c3ccc(Br)cc23)c2cc(Br)ccc21 | 103.4
C[n+]1cccc2cccc([N+](=O)[O-])c21 | 94.5
O=C1NC(=S)S/C1=C\c1cccc([N+](=O)[O-])c1 | 83.8
CCCC(=O)Oc1ccc(C(C)(C)C)cc1 | 105.3
Nc1ncc(C#Cc2cncc(NC(=O)c3cncc(C(F)(F)F)c3)c2)c2cccnc12 | 45.8
Cc1ccc(NC(=O)Nc2nc3ccccc3s2)cc1NC(=O)Nc1nc2ccccc2s1 | 105.7
COc1ccc(Br)c(C=O)c1OS(=O)(=O)c1ccc(C)cc1 | 84.4
COc1ccc(N2CCN(Cc3ccc(-c4nn5c(=O)c(Cl)c(C)nc5s4)cc3)CC2)cc1 | 92.9
COc1ccccc1Nc1nnc(-c2c[nH]c3ccccc23)o1 | 2.4*
Clc1cccc(Cl)c1Cl | 99.6
Cc1ccc(NC(=O)N2CCCCC2)cc1[N+](=O)[O-] | 103.9

Entries shown so far that contain a furan ring, fused or not, in the order listed:
SMILES | HL-60(TB)
O=C(NCCOCCOCCOCCNC(=O)c1cc2c(o1)C(=O)c1ccccc1C2=O)NC12CC3CC(CC(C3)C1)C2 | 1.2*
COc1ccc(-c2cc(=O)c3c(OC)c4ccoc4cc3o2)cc1 | 117.2
Clc1ccc(C2=Nn3c(N/N=C/c4ccco4)nnc3SC2)cc1 | 96.6

Next section.
SMILES | HL-60(TB)
O/N=C1/CCCc2ccccc21 | 109.1
COc1ccc(C2N=C3C(c4ccccc4)=NOC3C(=O)N2)cc1 (configuration not stated) | 104.4
C[C@H]1[C@@H]2[C@H]3CC[C@@H]4[C@@]5(C)Cc6c([nH]c7ccccc67)C(C)(C)[C@@H]5CC[C@@]4(C)[C@]3(C)CC[C@]23CO[C@]1(C)[C@@H](C(=O)/C=C/c1cccnc1)C3 | 45.6
COc1cc(-c2nn(-c3ccc(NC(=O)Nc4cccc(Cl)c4Cl)cc3)cc2-c2ccncc2)ccc1Cl | 88.0
NNC(=O)c1ccc(C(=O)O)cc1 | 105.6
Cn1cc(-c2csc(-c3cn(C)c4ncccc34)n2)c2cccnc21 | 95.2
NS(=O)(=O)Oc1ccc(NC(=O)C23CC4CC(CC(C4)C2)C3)cc1Br | 96.7
Nc1ccc(-c2ccncc2)cc1NC(=O)N1Cc2ccccc2C1 | 91.5
COc1cc(NC(C)CCCN2C(=O)c3ccccc3C2=O)c2nccc(C)c2c1OC (configuration not stated) | 9.5*
c1ccc(N/N=C(\c2ccccc2)c2cccs2)cc1 | 88.9
CCOC(=O)c1cnc2cccc(C(=O)OCC)c2c1-c1ccccc1 | 92.8
CCOC(=O)n1cc(-c2nonc2-c2cn(C(=O)OCC)c3ccc(F)cc23)c2cc(F)ccc21 | 103.3
C/C(=N\Nc1cc(C)nc2ccc(Br)cc12)c1ccccc1 | 91.0
Clc1ccc(CSC2=NCCN2)cc1 | 99.0
COc1ccc(C(=O)CC2(O)C(=O)N(CN3CCOCC3)c3ccc(Br)cc32)cc1 (configuration not stated) | 121.1
COC(=O)c1cnc2c(c1)Oc1ccc(Cl)cc1-c1cc(C)nn1-2 | 95.9
CC(=O)Nc1ccc2c(c1)C(N1CC3CCC(CC3)C1)c1ccccc1-2 (configuration not stated) | 52.3
Cc1c(C(=O)O)nnn1CC(N)=O | 97.3
COC(=O)c1cc(-c2no[n+]([O-])c2C)no1 | 97.9
COc1ccc(OC)c(-c2cc(-c3ccccc3)c(C#N)c(SCc3ccccc3)n2)c1 | 99.3
O=C1OC(Oc2ccc(Br)cc2)(c2ccccc2)c2ccccc21 (configuration not stated) | 120.4
CSc1nc(Nc2cccc(N)c2)c(C#N)c(-c2cccc([N+](=O)[O-])c2)n1 | 93.0
CCN(CC)C(=O)c1ccccc1C | 103.3
CC1(C)C2CC[C@]3(C)C(C(=O)C=C4[C@@H]5C[C@@](C)(C(=O)O)CC[C@]5(C)CC[C@]43C)[C@@]2(C)CC[C@@H]1OC(=O)CCC(=O)O (some centres not stated) | 104.9
CC(Nc1c(C#N)cnc2ccc(-c3cncc(O)c3)cc12)c1ccccc1 (configuration not stated) | 3.9*
CC(C)Cn1cnc2c3ccccc3nc(NCn3nc(-c4cc(Cl)cc(Cl)c4Cl)oc3=S)c21 | 43.8
CCn1cc(C(=O)N[C@H]2C(OC(C)=O)[C@@H](OC(C)=O)C(COC(C)=O)O[C@H]2OC(C)=O)c(=O)c2cc(F)c(N3CCN(C(C)=O)CC3)cc21 (some centres not stated) | 99.8
CNCCC(=O)c1ccccc1 | 121.4
CNN(C)c1c(C)cc(C)cc1C | 58.5
COc1ccc(C23N=CC4(CCC(=O)N4c4ccccc4C2=O)O3)cc1 (configuration not stated) | 89.4
CN1CCN(c2ccc(Nc3nc(NCCCNS(=O)(=O)c4ccc(C(F)(F)F)cc4)c4sccc4n3)cc2)CC1 | -47.4*
CC(C)CCN(CCC(C)C)CC(O)c1cc(-c2ccc(C(F)(F)F)cc2)nc(-c2ccc(C(F)(F)F)cc2)c1 (configuration not stated) | 56.9
COc1ccc2nc([C@H]3C[C@H]3c3cc(OC)c4c(c3)OCO4)[nH]c2c1 | 94.0
Cc1ccc(S(=O)(=O)O)c2ccccc12 | 101.3
COc1ccccc1Cn1cc(C#N)c(N)c1C(=O)c1ccc(Cl)cc1Cl | 88.1
COc1ccc(N2N=C(c3ccc4c(c3)OCO4)CC2c2cccc(NC(=O)CCNS(=O)(=O)c3ccc(Cl)cc3)c2)cc1 (configuration not stated) | 34.4
Nc1ccc(Nc2ccncc2)cc1 | 98.0
N[C@@H](Cc1cc(I)c(Oc2ccc(O)c(I)c2)c(I)c1)C(=O)O | 103.4
O=C1[C@H]2Cc3c([nH]c4ccccc34)[C@@H](c3ccc(Cl)cc3)N2C(=O)CN1C1CCN(Cc2c(F)cccc2F)CC1 | 53.7[4.17 µM]
CCNc1nnnn1CC | 111.0
COc1ccc(Nc2ncnc3c2c(C)nn3-c2ccc([N+](=O)[O-])cc2)cc1 | 99.8
CC(SC(C)C(=O)N/N=C/c1cccc(Cl)c1)C(=O)N/N=C\c1cccc(Cl)c1 (configuration not stated) | 82.8
COC1(c2ccco2)OC1(C)C (configuration not stated) | 103.7
COc1ccc(-c2nc3ccccn3c2-c2nnc(-c3cc(OC)c(OC)c(OC)c3)o2)cc1 | 85.6
O=C1c2ccccc2C(=O)c2cc(Cl)ccc21 | 121.8
O=C1C(O)CCN1C1CCCCC1 (configuration not stated) | 137.3
O=C(/C=C/c1ccco1)c1ccccc1 | 56.9
COc1ccc(Oc2ccc(C3CC(c4ccc(OC)c(OC)c4)=NN3)cc2)cc1 (configuration not stated) | 52.3
Nc1nc(N)c(-c2ccc(Cl)cc2)c(COc2cccc(NC(=O)c3cccc(S(=O)(=O)F)c3)c2)n1 | 93.8
CCCCCCCCCCSC(=N)N (tested in a mixture with another compound) | 62.8
CCOC(=O)CCC(NC(=O)c1ccc(NS(=O)(=O)c2ccc(C)cc2)cc1)C(=O)OCC (configuration not stated) | 108.3&90.8
CCCCCCCCc1ccc(S(=O)(=O)Nc2cccc(-c3csc(NC(C)=O)n3)c2)cc1 | 97.3
c1ccc(CSC(SCc2ccccc2)c2cccc3ccccc23)cc1 | 98.3
CCOC(=O)c1c(C(=O)c2cn(C)c3ccccc23)c(-c2cn(C)c3ccccc23)n(NC(=O)OC(C)(C)C)c1C | 97.3[100 µM]
O=[N+]([O-])c1ccccc1-c1ccc(Cl)cc1 | 92.6
CN1CCN(c2ccc(Nc3nc(NCCNS(=O)(=O)c4cccc(F)c4)c4sccc4n3)cc2)CC1 | 82.1
CCCCCN1C=C/C(=C\C(=O)n2ccc3ccccc32)c2ccccc21 | 103.0
Cc1c(C)c(N2C(=O)c3ccc(O)cc3C2=O)c(C)c2c1OC(C)(CCCC(C)CCCC(C)CCCC(C)C)CC2 (configuration not stated) | 53.0
COc1ccc(C(=O)C(=O)c2ccccc2)cc1 | 94.2
Cc1cccc(C)c1NCc1nnc(-c2ccc(O)cc2)o1 | 111.0

(next part)
SMILES | HL-60(TB)
COc1cc2nc3cc([N+](=O)[O-])ccc3c(NCCCNCCO)c2cc1OC | -25.3*
CC(=O)Nc1cc(F)c2c(c1F)Cc1cc(F)ccc1-2 | 63.4
COc1cc(C(=O)C(=O)c2cc(OC)c(O)c(OC)c2)cc(OC)c1O | 99.7
CCOC(=O)c1[nH]n(-c2ccccc2)c(=O)c1/C=N/C(=S)Nc1ccccc1 | 101.8
COc1cc(C(=O)NNC(=O)c2ccc(NC(=O)CC#N)cc2)cc(OC)c1OC | 97.3
O=[N+]([O-])c1cccc([I+]c2ccccc2)c1 | 37.9
Nc1cc(Cl)c(Cl)cc1S(=O)(=O)O | 95.1
C=CCOc1ccc(C2CCCCC2)cc1 | 104.7
Cc1cc(O)ccc1SC#N | 91.2
COc1ccccc1NC(=O)Oc1c(Cl)c(Cl)c(Cl)c(Cl)c1Cl | 81.6
N#Cc1c(-c2ccc(Cl)cc2)nc(SCC(=O)Nc2nc(-c3ccccc3)cs2)[nH]c1=O | 92.3
CCOC(=O)Cc1ccc([N+](=O)[O-])cc1 | 108.8
CCCC(O)(CCC)CC(C)(C)C | 129.0
CCCCCCCCCCCCCCCCCCOc1cccc(CCOP(=O)(O)OCC[N+](C)(C)C)c1 | 73.4
N#Cc1ccccc1NC(=O)c1cc(-c2ccc(F)cc2F)ccc1O | 127.1
Cc1ccc(/C=C2\SC(=S)N(c3ccc(F)cc3)C2=O)o1 | 82.8
CCC(=O)Nc1ccc(-c2nc(-c3cccc(OC)c3)c(-c3ccnc(Br)c3)[nH]2)cc1 | 49.5
CCCC(C)NCCNc1cc(OC)cc2cccnc12 (configuration not stated) | 98.3
CCN(CC)CCCC(C)Nc1ccccc1[N+](=O)[O-] (configuration not stated) | 106.9

Taken from above:
HL-60(TB) with CCCC(O)(CCC)CC(C)(C)C : 129.0
HL-60(TB) with CCCCCCCCCCCCCCCCCCOc1cccc(CCOP(=O)(O)OCC[N+](C)(C)C)c1 : 73.4
HL-60(TB) with Cc1ccc(/C=C2\SC(=S)N(c3ccc(F)cc3)C2=O)o1 : 82.8
HL-60(TB) with CCC(=O)Nc1ccc(-c2nc(-c3cccc(OC)c3)c(-c3ccnc(Br)c3)[nH]2)cc1 : 49.5

Only part of the results is shown; count on the stated rates, not on these rows.
